Screens from PubChem.
ELG1 genotox = induces genotoxicity in HEK293T cells with luciferase-tagged ELG1 | Potency, µM (doses to about 46 µM), for the others: at the top dose activity change, positive = activation, usual class: activators | HEK293T ELG1-luciferase reporter, luminescence, 16 h | AID 504466 | hit rate 1.3% among 330,000; also: potency is read from the fitted curve at half-maximal effect; % of control where 0% means no effect; nearly all actives have a fitted effect of over 60% in size
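Quantitative HTS format in 1536-well plates. HEK293T ELG1-luciferase reporter cells receive test compound and are incubated 16 hr at 37 °C, 5% CO2; ONE-Glo added, 30 min room temperature, then luminescence read.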
TRPV1 agonist = human TRPV1 agonism; TRPV1-expressing cells, Fluo-8 calcium influx, agonist mode; activation, % at 8.33 µM; AID 540275; Q8NER1; hit rate 0.19% among 320,000; in the data active = activation above about 80%; inconclusive = between about 30% and that limit; also: 0% is about no effect
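Cells expressing TRPV1 were dye-loaded with Fluo-8 and read kinetically: 10 s baseline, 3 min after compound (agonist portion), then 2 min after EC20 capsaicin (allosteric enhancer portion). Calcium-bound dye fluorescence at 480/520 nm.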
USP2a block = inhibitors of human ubiquitin-specific protease USP2a. Potency, µM (titrated, usually from 38.3 µM), for the others: at the top dose activity change, negative = inhibition, hits mostly inhibitors. hit rate 0.01% among 330,000. AID 463254. USP2 core, Ub-CHOP2 coupled fluorogenic reporter, 485/531;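 also: potency is read from the fitted curve at half-maximal effect; plate controls were DMSO wells for no effect and full inhibition by NEM control for full effect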
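USP2 core (10nM final) preincubated 30min RT with compound in 20mM Tris-HCl pH 8.0, 2mM CaCl2, 2mM beta-mercaptoethanol, 0.05% CHAPS; 25nM Ub-CHOP2 plus 25nM reporter substrate added, fluorescence (Ex485/Em531) read after 60min.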
Eya2 phos inh = inhibitors of human Eya2 phosphatase activity | O00167 | recombinant Eya2, OMFP fluorescence dephosphorylation (OMFP is methylfluorescein phosphate) | Potency, µM (highest dose often 76.9 µM), for the others: at the highest dose activity, negative = inhibition, hits mostly inhibitors | hit rate 0.006% among 330,000; also: potency is read from the fitted curve at half-maximal effect; % is scaled to controls: 0 for no effect and ±100 for the full control effect
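Eya2 protein (added as 0.2 uM solution) was preincubated with compound for 10 min at ambient temperature in 50 mM HEPES pH 7.5, 50 mM NaCl, 5 uM MgCl2, 0.05% BSA, 1 mM DTT. OMFP (added at 50 uM) then reacted 10 min; fluorescence read at 485/525 nm.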
S-ASM inh = inhibitors of human secretory acid sphingomyelinase; Potency, µM (titrated, usually from 57.5 µM), inactives show at the highest dose activity change, negative = inhibition, hits mostly inhibitors; P17405; hit rate 0.006% among 340,000; placental ASM, HMU-PC fluorogenic substrate, 60 min; AID 504937; also: potency is read from the fitted curve at half-maximal effect
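Human placenta-derived ASM enzyme was preincubated with compound for 10 minutes at room temperature, then given fluorogenic substrate HMU-PC0 (9 uM final) for 60 minutes at 37 °C; a pH 10 stop preceded fluorescence reading at Ex 386/Em 447 nm.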
Integrin act MD = integrin-mediated muscular dystrophy alleviation activation; alpha7betagal myoblasts, beta-gal FDG fluorescence, 48 h; Potency, µM (titrated, usually from 38.3 µM), inactives show at the highest dose activation, actives largely listed as activators; hit rate 0.064% among 350,000; AID 624291;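 also: potency is read from the fitted curve at half-maximal effect; 100% = response of the positive control SU9516; nearly all actives have a fitted effect of over 60% in size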
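alpha7betagal+/- myoblasts (passage 13, 250/well) treated 48 h at 37C with compounds at 1:260 dilution of DMSO stock. Lysed, then beta-galactosidase activity read as FDG fluorescence (ex 480/em 540) after 30 min, with pre-read for autofluorescence.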
TSG101-PTAP inh = blocks PTAP/TSG101 interaction to inhibit HIV-1 budding; AID 493005; 340,000 tested, under 10 active; Potency, µM (doses to about 115 µM), without a hit: at the highest dose activity change, negative = inhibition, usual class: inhibitors; Fluorescence polarization, FITC-PTAP peptide / Tsg101 binding; active = well fitted inhibition curve with a large enough effect in the main read-out, with a control signal flat, not every such curve was filed as active; inconclusive = small, poorly fitted or top-dose-only effect, or effect the other way, or a change in a side signal; inactive = no such curve, though single readings can be large or run the other way; also: potency is read from the fitted curve at half-maximal effect; % of control where 0% means no effect
Target sequence (Q99816 whole entry, looked up): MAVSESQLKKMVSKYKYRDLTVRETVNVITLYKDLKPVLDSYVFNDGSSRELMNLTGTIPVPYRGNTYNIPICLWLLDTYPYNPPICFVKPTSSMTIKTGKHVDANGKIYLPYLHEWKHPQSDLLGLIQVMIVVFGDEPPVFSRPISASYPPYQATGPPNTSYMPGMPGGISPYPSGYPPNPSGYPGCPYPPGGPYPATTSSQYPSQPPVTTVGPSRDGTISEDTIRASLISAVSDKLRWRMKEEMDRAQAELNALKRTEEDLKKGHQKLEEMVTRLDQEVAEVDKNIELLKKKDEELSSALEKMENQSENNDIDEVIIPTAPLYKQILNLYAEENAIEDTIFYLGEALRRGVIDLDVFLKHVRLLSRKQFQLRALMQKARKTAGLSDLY
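Tsg101 binding domain (10 uM final) was mixed with compound and a FITC-labeled PTAP peptide (50 nM final) in HEPES pH 7.5 buffer with NaCl, Tween 20, EDTA and TCEP; fluorescence polarization was read after 20 min at r.t.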
B2AR arrestin = beta2AR (human) beta-arrestin recruitment activity; P07550; beta-arrestin recruitment to beta2AR, cell-based reporter; Potency, µM (titrated, usually from 46.1 µM), inactives show at the top dose activation, hits mostly activators; hit rate 0.02% among 330,000; AID 492947;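 also: potency is read from the fitted curve at half-maximal effect; 0% = DMSO controls and full agonism = EC100 isoproterenol or metaproterenol; nearly all actives have a fitted effect of over 65% in size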
Target sequence (P07550 whole entry, looked up): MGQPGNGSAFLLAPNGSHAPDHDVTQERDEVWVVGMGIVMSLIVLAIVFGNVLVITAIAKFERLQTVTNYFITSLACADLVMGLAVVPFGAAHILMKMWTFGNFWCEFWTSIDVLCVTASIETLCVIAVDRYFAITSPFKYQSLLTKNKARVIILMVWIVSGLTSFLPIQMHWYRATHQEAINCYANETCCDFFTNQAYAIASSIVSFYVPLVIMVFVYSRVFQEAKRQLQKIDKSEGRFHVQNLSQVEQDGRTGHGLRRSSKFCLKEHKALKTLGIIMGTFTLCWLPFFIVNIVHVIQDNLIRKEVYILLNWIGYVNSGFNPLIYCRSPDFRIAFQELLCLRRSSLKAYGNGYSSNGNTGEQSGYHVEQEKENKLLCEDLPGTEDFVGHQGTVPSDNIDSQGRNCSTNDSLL
uPA generation = blocks generation of uPA at the cell surface | hit rate 0.31% among 330,000 | AID 540303 | cell surface uPA generation assay, qHTS | Potency, µM (titrated, usually from 38.3 µM), for the others: at the highest dose activity change, negative = inhibition, usual class: inhibitors; active = well fitted inhibition curve with a large enough effect; inconclusive = small, poorly fitted or top-dose-only effect; inactive = no such curve, though single readings can be large or run the other way; tested in mouse RAW 264.7 cells; also: potency is read from the fitted curve at half-maximal effect; % is scaled to controls: 0 for no effect and ±100 for the full control effect; nearly all actives have a fitted effect of over 55% in size
BRCA1 expr act = activators of BRCA1 expression. MCF7-BRCA1-FFLuc reporter, luminescence, 48 h; response scale: scaled: vehicle 0%, 10 µM genistein 100%. Potency, µM (highest dose often 46.1 µM), for inactives: at the highest dose activation, actives largely listed as activators. hit rate 1.1% among 380,000; also: potency is read from the fitted curve at half-maximal effect; nearly all actives have a fitted effect of over 80% in size; some results filed as inactive show a strong effect at the top dose
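Luminescence from a BRCA1-driven firefly luciferase in MCF7 cells was read after 48 h compound exposure at 37 C. Data normalized against DMSO and a 10microM genistein activation control, then curve-fitted across the titration.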
p53 reactivation = restores transcriptional activity of mutant p53 | H1299 p53-A138V BP100-luciferase reporter, luminescence, 24 h | Potency, µM (series often up to 92.2 µM), inactives show top-dose activity change, positive = activation, most hits filed as activators | hit rate 0.063% among 320,000 | AID 504706; also: potency is read from the fitted curve at half-maximal effect; % of control where 0% means no effect; nearly all actives have a fitted effect of over 45% in size
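H1299 (p53-null), stable ts p53-A138V + BP100-Luc; 1000 cells/well, Opti-MEM/10% FBS; cpd 4 pt, 1:5; 24 h, 37 deg C, 5% CO2; detection reagent 10 min RT; luminescence.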
* hit, by the source's call; ? = inconclusive; . = no result given; [ ] = remark or other dose. Unless noted, calls follow the shape of the dose curve; as a rule, active = well fitted curve in the direction sought with a large enough effect; inconclusive = small, poorly fitted or top-dose-only effect, or another doubt; inactive = no such curve, though single readings can be large; an effect the other way counts as inactive or inconclusive.

SMILES	ELG1 genotox	TRPV1 agonist	USP2a block	Eya2 phos inh	S-ASM inh	Integrin act MD	TSG101-PTAP inh	B2AR arrestin	uPA generation	BRCA1 expr act	p53 reactivation
CCCn1c(=O)[nH]c(=O)c2c1nc(-c1cccs1)n2CCOC	9.2%	8.1	0.1%	0.2%	31.0%[activator]	13.0%	-1.7%	-0.2%	-1.1%	-13.9%	-1.6%
Cc1occc1C(=O)N1CCN(c2ncccn2)CC1	0.1%	1.0	1.1%	-2.5%	3.5%	28.3%	0.9%	-0.2%	4.5%	20.9%	11.4%
CC1(C)C2CCC1(C)C(OC(=O)CC(=O)O)C2 (stereo not given)	0.0%	-2.3	1.1%	5.1%	2.2%	4.7%	-0.1%	-1.7%	7.3%	-1.5%	-0.8%
CSC1=NCCN1C(=O)COc1ccc2ccccc2c1	4.2%	19.5	3.6%	-20.2%	2.5%	2.3%	-6.2%	0.2%	?	-6.3%	4.9%
CCNc1cc(N2CCN(S(=O)(=O)c3ccc4c(c3)CCCC4)CC2)ccc1[N+](=O)[O-]	6.6%	-3.3	0.2%	2.9%	?	-5.9%[7.66 µM]	-5.5%	-0.9%	.	1.4%	3.3%
O=C(Nc1cnccn1)c1cccc(C(F)(F)F)c1	15.6%	?	-1.2%	10.2%	0.4%	2.9%	-7.7%	-0.4%	3.7%	0.0%	-5.6%
Cc1nc(NC(=O)c2ccccc2)sc1-c1csc(N)n1	0.0%	-1.3	1.0%	0.7%	-2.4%	-2.2%	-9.6%	-0.3%	-8.8%	-1.0%	?
Cc1[nH]c(=O)[nH]c(=O)c1S(=O)(=O)Nc1cccc(C(F)(F)F)c1	0.9%	1.8	1.6%	-23.7%	-0.5%	-9.6%	-2.6%	-0.4%	2.1%	-12.5%	5.5%
Cn1c2ccccc2c(=O)c2c(=O)n(C3CCCCC3)c(-c3ccco3)nc21	-2.3%	9.7	-5.8%	-7.1%	3.3%	25.1%	1.0%	-0.6%	7.9%	-48.2%	4.6%
COc1cc(OC)cc(C(=O)Nn2c(C)nc3ccccc3c2=O)c1	-1.5%	-0.8	0.0%	2.1%	4.3%	3.8%	-1.0%	-0.1%	5.6%	-1.5%	-7.4%
CCN(Cc1cc2ccccc2[nH]c1=O)C(=O)c1cccnc1	-2.7%	-4.1	0.7%	6.1%	-1.0%	23.0%[7.66 µM]	-5.3%	2.7%	.	-6.7%	-3.6%
O=C(Nc1cccc(C(=O)N2CCCCC2)c1)c1ccccc1	.	.	.	.	-4.6%	14.8%	-3.0%	.	3.2%	0.0%	.
C=CCc1ccccc1OCC(O)CN1CCN(CCO)CC1 (stereo not given)	-3.7%	-2.1	1.2%	12.6%	0.4%	?	-3.2%	0.1%	1.2%	-17.2%	-0.8%
CC(C)(C)c1cc2cccnc2n1Cc1cccc(F)c1	-4.3%	.	-0.3%	2.3%	-1.2%	-8.5%	-1.0%	-0.4%	8.1%	-38.4%	-0.1%
COc1ccc(-n2ccc3ccccc32)cc1	-0.1%	2.2	2.9%	-3.8%	-4.0%	15.8%	2.5%	7.5%	-0.3%	-20.1%	12.7%
O=S(=O)(Nc1nccs1)c1cc(Cl)ccc1Cl	-5.2%	-0.1	-3.4%	12.0%	6.3%	6.5%	-4.9%	-0.4%	4.6%	-12.9%	-4.5%
CSCCC(NC(=O)c1ccco1)C(=O)OCC(=O)Nc1ncc(Cl)c(C)c1Cl (stereo not given)	-0.2%	2.3	0.8%	-2.1%	-2.3%	5.5%	-1.0%	0.0%	4.9%	-2.0%	-9.6%
CCn1c(SCC(=O)N2CCc3ccccc32)nc2c(c1=O)SC(C)C2 (stereo not given)	-4.5%	-0.2	3.7%	13.3%	1.1%	25.0%	-3.5%	-0.1%	17.2%	-11.6%	10.7%
CCOCCn1c(CN(Cc2ccccc2)Cc2ccccc2)nc2c1c(=O)[nH]c(=O)n2C	-4.6%	18.4	2.5%	9.8%	2.5%	-27.7%	-7.6%	0.3%	.	-21.2%	0.8%
CSC1=NC(C)N2C(SC)=NC(C)N12 (stereo not given)	2.2%	-0.9	0.8%	-1.2%	-0.6%	-14.9%	-0.4%	-0.3%	10.5%	-13.9%	1.3%
COc1cccc(C(=O)Nc2ccc(Oc3cccc(C(F)(F)F)c3)nc2)c1	-11.3%	-2.7	-0.8%	-12.4%	-13.3%	-54.2%[inhibitor]	0.9%	-0.6%	-13.5%	-40.9%	0.0%
COc1ccc(Br)c2oc(S)cc(=O)c12	2.8%	1.8	-1.1%	12.4%	0.5%	4.0%	-4.6%	0.1%	9.2%	0.0%	-4.0%
COC(=O)c1nc(N)sc1-c1ccc(OC)cc1	11.5%	-1.5	-1.4%	10.8%	0.0%	4.3%	0.4%	-0.7%	-9.4%	-16.0%	4.2%
Cc1cc(S(=O)(=O)NCc2ccccc2)ccc1OCC(=O)Nc1cccc([N+](=O)[O-])c1	-11.4%	0.3	-9.1%	-3.2%	-12.7%	-48.9%[inhibitor]	3.2%	4.0%	-2.9%	-70.2%	2.7%
C=CCn1c(Oc2ccccc2)nc2c1c(=O)n(C)c(=O)n2C	-17.6%	2.6	0.5%	0.6%	4.1%	-12.4%	1.6%	-0.2%	3.2%	2.2%	-3.5%
CCOCC(=O)Nc1cc(C(=O)OC)cc(C(=O)OC)c1	1.3%	-1.8	1.6%	-0.3%	3.2%	9.0%	-3.8%	-0.7%	6.6%	-18.8%	-4.8%
O=C(NNC(=S)NC(=O)c1ccco1)c1ccc(F)cc1	9.6%	11.6	-1.8%	5.5%	-1.1%	0.3%	-0.2%	-0.9%	4.1%	0.0%	11.2%
Cc1cccnc1NC(=O)c1ccccc1-c1ccccc1C(=O)Nc1ncccc1C	-5.3%	-6.3	2.9%	-5.1%	-1.2%	-1.3%	-3.3%	0.1%	1.5%	16.0%	2.4%
O=C(COc1ccc(Br)cc1Cl)NNC(=O)c1ccccc1	0.8%	-2.1	2.2%	-2.0%	7.4%	35.5%	-0.9%	-0.1%	0.6%	0.7%	6.4%
Cc1cc(C(=O)NC(C)Cc2ccccc2)cc(C)c1[N+](=O)[O-] (stereo not given)	-4.2%	?	1.1%	6.7%	-0.1%	26.8%	0.0%	4.7%	-4.8%	-22.6%	-0.9%
Cc1cc(C(=O)CCC(=O)N2CCN(S(=O)(=O)c3ccccc3)CC2)c(C)s1	-0.4%	?	-0.9%	5.1%	-0.8%	11.2%	-3.8%	-0.7%	-3.5%	-22.0%	4.7%
COC(=O)c1c(NC(=O)CSc2nnc(C)c(=O)[nH]2)sc(C)c1C	?	-2.0	7.5%	-9.4%	1.8%	0.0%	1.1%	0.8%	-5.1%	-38.6%	-0.2%
COc1cc2ccccc2cc1C(=O)Nc1ccc(N2CCOCC2)cc1	16.1%	2.5	2.2%	?	14.9%	?	-2.1%	0.5%	-1.7%	-68.8%	-1.7%
Cn1cnnc1SCC(=O)N/N=C/c1ccc(OCC(N)=O)cc1	3.0%	-0.5	0.8%	?	-0.6%	32.4%	-0.9%	0.4%	6.3%	8.3%	6.8%

A portion taken from the entries so far, for reference:
SMILES	ELG1 genotox	TRPV1 agonist	USP2a block	Eya2 phos inh	S-ASM inh	Integrin act MD	TSG101-PTAP inh	B2AR arrestin	uPA generation	BRCA1 expr act	p53 reactivation
COc1cccc(C(=O)Nc2ccc(Oc3cccc(C(F)(F)F)c3)nc2)c1	-11.3%	-2.7	-0.8%	-12.4%	-13.3%	-54.2%[inhibitor]	0.9%	-0.6%	-13.5%	-40.9%	0.0%
COc1ccc(Br)c2oc(S)cc(=O)c12	2.8%	1.8	-1.1%	12.4%	0.5%	4.0%	-4.6%	0.1%	9.2%	0.0%	-4.0%
COC(=O)c1nc(N)sc1-c1ccc(OC)cc1	11.5%	-1.5	-1.4%	10.8%	0.0%	4.3%	0.4%	-0.7%	-9.4%	-16.0%	4.2%
Cc1cc(S(=O)(=O)NCc2ccccc2)ccc1OCC(=O)Nc1cccc([N+](=O)[O-])c1	-11.4%	0.3	-9.1%	-3.2%	-12.7%	-48.9%[inhibitor]	3.2%	4.0%	-2.9%	-70.2%	2.7%

Outcome played no part in choosing rows, and some 2.6% of all compounds hit somewhere here.
